Screening data deposited in PubChem BioAssay by National Center for Advancing Translational Sciences (NCATS).
EPAC2 ag: activates human EPAC2 exchange factor | EPAC2 activation, biochemical qHTS; response scale: 100% = 6.5 mM cAMP response | Potency, µM (titrated, usually from 154 µM), without a hit: at the highest dose activation, usual class: activators | 0.079% of 360,000 active | AID 720711; further: potency means the concentration at half of the fitted maximal effect; nearly all actives have a fitted effect of over 50% in size
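In this primary screen, activation is scored as increased exchange of BODIPY-GDP from Rap1B by 100 nM EPAC2, with 50 uM GDP as competitor. Signal is normalized to the 6.5 mM cAMP agonist control.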
EPAC2 antag: EPAC2 (human) antagonism; Q8WZA2; EPAC2 GEF exchange of Rap1B-BODIPY-GDP, fluorescence; Potency, µM (series often up to 114 µM), without a hit: at the top dose activity, negative = inhibition, usual class: inhibitors; 0.18% of 360,000 active; AID 720708; further: potency means the concentration at half of the fitted maximal effect; on the % scale 0 is the no-effect control and ±100 the full control effect; nearly all actives have a fitted effect of over 45% in size; many of its hits are not listed in these tables
D3 antag: blocks the human D3 dopamine receptor; D3R cells, DiscoveRx beta-arrestin luminescence, antagonist mode; hits give low values; max response, negative = inhibition, %; P35462; 2.5% of 360,000 active; in the data active means max response below about -50%; inconclusive means no clear call, values can overlap the other calls; further: on the % scale 0 is the no-effect control and ±100 the full control effect; mostly tested at two doses, the higher about 12 µM
Target sequence (P35462 whole entry, looked up): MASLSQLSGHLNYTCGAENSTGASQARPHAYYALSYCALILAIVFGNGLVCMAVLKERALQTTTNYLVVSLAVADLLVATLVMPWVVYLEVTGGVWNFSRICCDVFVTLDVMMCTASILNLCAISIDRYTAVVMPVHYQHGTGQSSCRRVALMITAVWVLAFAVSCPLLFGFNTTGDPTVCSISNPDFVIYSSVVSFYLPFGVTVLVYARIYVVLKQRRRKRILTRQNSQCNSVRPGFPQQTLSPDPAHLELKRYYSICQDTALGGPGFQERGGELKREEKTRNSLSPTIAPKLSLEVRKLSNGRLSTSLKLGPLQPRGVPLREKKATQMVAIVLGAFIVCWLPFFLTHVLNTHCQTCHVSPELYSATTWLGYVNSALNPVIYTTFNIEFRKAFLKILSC
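Cells plated overnight at 1500 cells/well, then exposed to library compounds with dopamine controls for 90 minutes at 37 degrees C. DiscoveRx reagent added for 30–60 minutes at room temperature; luminescence read, quantitative HTS format.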
Abeta rescue: restores growth of yeast expressing A-beta42 peptide; yeast expressing A-beta42, growth rescue, OD600, 48 h; response scale: 0% DMSO, 100% iron-clioquinol control; Potency, µM (top dose mostly 46.1 µM), inactives show at the top dose growth rescue, hits mostly activators; 0.063% of 410,000 active; further: potency means the concentration at half of the fitted maximal effect; nearly all actives have a fitted effect of over 55% in size
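Yeast growth medium received pinned compounds, then yeast cells expressing toxic A-beta were added; plates incubated at 30 C for 48 hr. Growth read as absorbance at 600 nm, normalized to DMSO and equimolar FeCl3 plus clioquinol controls.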
D3 ag: D3 dopamine receptor (human) agonism; 0.58% of 410,000 active; D3R DiscoveRx beta-arrestin cells, luminescence, 90 min; max activation, %; P35462; AID 652048; in the data active means max activation above about 30%; further: 0% is about no effect; mostly tested at two doses, the higher about 12 µM
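Cells at 1500/well, incubated overnight, then treated with pinned compounds (dopamine as control) for 90 min at 37 degrees C. DiscoveRx reagent added for 30 - 60 minutes at room temperature; luminescence read.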
FUS yeast rescue: FUS proteinopathy suppression in yeast; S. cerevisiae FUS-expressing, growth rescue, OD600, 24 h; Potency, µM (top dose mostly 76.6 µM), without a hit: at the top dose growth rescue (activation), actives largely listed as activators; 0.24% of 390,000 active;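 further: potency means the concentration at half of the fitted maximal effect; plate controls were DMSO vehicle for no effect and reference control for full effect; nearly all actives have a fitted effect of over 55% in size; some results filed as inactive show a strong effect at the top dose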
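Restored growth of FUS-toxic S. cerevisiae, read as 600 nm absorbance after 24 h at 30C in galactose medium (starting OD 0.005). Controls CP55940 and DMSO.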
TDP-43 yeast inh: rescues yeast growth from TDP-43 toxicity. TDP-43 expressing yeast growth rescue, BacTiter-Glo, 24 h. Potency, µM (doses to about 46.1 µM), for the others: at the top dose growth rescue (activation), usual class: activators. 1.8% of 410,000 active. AID 652104; further: potency means the concentration at half of the fitted maximal effect; % of control where 0% means no effect; nearly all actives have a fitted effect of over 50% in size
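Yeast cells expressing TDP-43 under galactose induction are exposed to compounds for 24 hr at 30 deg C. BacTiter-Glo luminescence measures growth, so protective compounds score as activators.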
aSyn yeast inh: rescues yeast growth from alpha-synuclein toxicity. Yeast expressing alpha-synuclein, growth rescue, BacTiter-Glo, 24 h. Potency, µM (series often up to 46.1 µM), inactives show at the top dose growth rescue (activation), most hits filed as activators. 0.14% of 370,000 active. AID 652106; further: potency means the concentration at half of the fitted maximal effect; % of control where 0% means no effect; nearly all actives have a fitted effect of over 65% in size
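Rescue of yeast growth: cells expressing toxic alpha-synuclein, induced in galactose at OD600 0.02, incubated with compound 24 h at 30 C. ATP luminescence quantified growth; inhibitors of toxicity appear as activators.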
* = called active by the depositor; u = inconclusive; x = no result given; [ ] = dose if it differs, or a comment. Unless noted, the call rests on the fitted dose curve; in most records, active means well fitted curve in the direction sought with a large enough effect; inconclusive means small, poorly fitted or top-dose-only effect, or another doubt; inactive means no such curve, though single readings can be large; an effect the other way counts as inactive or inconclusive. The list is partial. The share of hits here may be higher or lower than overall.

SMILES	EPAC2 ag	EPAC2 antag	D3 antag	Abeta rescue	D3 ag	FUS yeast rescue	TDP-43 yeast inh	aSyn yeast inh
COC(=O)c1cc(OC)c(OC)cc1NC(=O)c1ccc(C)cc1	2%	-10%[57.1 µM]	-3	5%	3	34%	7%	6%
O=C(NCc1ccc(F)cc1)C1CCCN(S(=O)(=O)c2ccc(Br)s2)C1 (stereo not given)	9%	-5%	-8	-9%	3	-33%	2%	5%
COC(=O)c1c(-c2ccc(Cl)cc2)noc1N1CCN(c2ccccc2OC)CC1	x	x	x	9%	28	-12%	13%[9.22 µM]	x
CN(c1ccccc1)S(=O)(=O)c1cccc(NC(=O)c2cccc(C#N)c2)c1	13%	-3%	11	6%	-3	15%	28%	0%
O=[N+]([O-])c1ccc(NN=Cc2ccc(O)cc2)nc1	13%	-4%	u	-5%	-15	-8%	-11%	-5%
COc1ccc(CCNC(=O)Cc2c(C)c3cc4c(C(C)(C)C)coc4c(C)c3oc2=O)cc1OC	x	x	x	-16%	11	11%	4%	x
COc1ccccc1N1CCN(C(=O)CSc2ccc3c(C)cc(C)nc3n2)CC1	10%	-1%	-30	-3%	1	31%	-13%	0%
Cc1ccc(C)c(OCCC(=O)Nc2ccc3c(c2)OCO3)c1	-8%	18%	0	13%	2	x	11µM*	-8%
CC(NS(=O)(=O)c1ccc(CCC(=O)NCC2CCCO2)cc1)c1ccccc1 (stereo not given)	8%	-4%	-12	-7%	-10	5%	-6%	0%
CCOC(=O)C1(Cc2ccccc2C)CCCN(C(=O)c2ccnn2C)C1 (stereo not given)	5%	10%	2	8%	-7	1%	9%	2%
CCCCOCCCNC(=O)C[C@@H]1C[C@@]2(C(=O)OC)CCCCC=C2N(Cc2ccc3c(c2)OCO3)C1=O	7%	1%	-24	2%	-11	u	7%	-3%
O=C(Nc1nc2c(s1)CN(Cc1ccccc1)CC2)C1CCCC1	14%	-4%	-3	1%	-4	25%	1%	-4%
COc1cccc(NC(=O)N(Cc2cc3cc(C)cc(C)c3[nH]c2=O)CC2COCCO2)c1 (stereo not given)	-1%	4%	16	-5%	11	12%	9%	14%
COc1ccc(Br)cc1/C=N/n1c(C)nc2ccccc2c1=O	3%	-6%	8	-1%	-4	-31%	-8%	1%
COc1ccc(-c2c(C)c3cc(O)ccc3oc2=O)cc1	-5%	-22%	-24	1%	-13	-12%	-16%	1%
Nc1c(C(=O)O)cnc2c(-c3ccc(Cl)cc3)cnn12	9%	-14%	-25	-10%	-7	28%	2%	-18%
COc1cccc(NC(=O)Cn2cnc3c(nc4n3CCCCC4)c2=O)c1	x	x	x	-3%	-9	10%	22%	x
Cc1ccn2c(Nc3ccc4c(c3)OCCO4)c(-c3cccs3)nc2c1	x	x	x	-15%	-5	23%	6%	x
COC(=O)C1CCN(C(=O)COC(=O)CC(NC(N)=O)c2ccc(Cl)cc2)CC1 (stereo not given)	3%	-3%	-5	-6%	-4	-7%	-2%	1%
O=C1C2C3C=CC(C3)C2C(=O)N1CCc1ccccc1 (stereo not given)	8%	7%	21	21%	1	-13%	-14%	3%
CCOc1ccc(NC(=O)C2CCCN(C)C2)cc1 (stereo not given)	1%	-1%	1	9%	0	-24%	15%	-1%
CCOCCCNC(=O)c1cc2c(=O)n3cccc(C)c3nc2n1C	6%	7%	-16	0%	-5	-14%	6%	0%
COc1ccc(CNC(=O)N2[C@H]3CC[C@@H]2C=C(c2ccc(F)cc2OCc2ccccc2)C3)cc1OC	12%	-14%	-1	-6%	-3	-16%	13%	1%
Cc1ccc(NC(=O)C2CC(=O)N(C(C)c3ccccc3)C2)cc1 (stereo not given)	-3%	-1%	u	-1%	-8	x	5%	-3%
Cc1ccc(Cl)c2c1=NC(=O)C=2c1[nH]c(=S)[nH]c1O	5%	-9%	-22	6%	16	5%	-15%	2%

Continuation.
SMILES	EPAC2 ag	EPAC2 antag	D3 antag	Abeta rescue	D3 ag	FUS yeast rescue	TDP-43 yeast inh	aSyn yeast inh
CCn1c2ccccc2c2cc(/C=N/NC(=O)c3ccncc3)ccc21	3%	-15%	-8	-8%	-3	18%	13%	5%
CCOC(=O)c1nnn(-c2ccc([N+](=O)[O-])cc2)c1C	3%	3%	0	3%	8	-13%	20%	10%
CCOc1ccccc1N(C)S(=O)(=O)c1ccc2c(c1)CCN2C(=O)CCC(=O)O	-8%	2%	15	-5%	-3	7%	-8%	13%
CS(=O)(=O)N(CC(=O)N1CCCCC1)c1cccc(F)c1	1%	9%	13	-5%	5	-21%	1%	-1%
COc1ccc(OC)c(S(=O)(=O)N2CCN(C34CC5CC(CC(C5)C3)C4)CC2)c1	9%	0%	-16	11%	-16	5%	1%	-3%
C=CCSc1ncc(-c2ccccc2)cn1	15%	6%	-11	-8%	0	-7%	0%	-3%
CCN1CCN(C(=O)c2cc(COc3c(C)cccc3C)on2)CC1	-2%	1%	0	4%	-9	-16%	-1%	-6%
CC1Sc2ccc(S(=O)(=O)CCC(=O)N3CCc4ccccc43)cc2NC1=O (stereo not given)	1%	0%	21	17%	16	10%	14%	3%
COc1ccc2c(=O)c3c(=O)n(CCc4ccccc4)c(C)nc3oc2c1	-1%	3%	3	3%	-2	17%	-12%	0%
Cc1nc(CCNC(=O)Cc2ccc(F)cc2)cs1	3%	-2%	18	3%	0	-19%	0%	-2%
CCOc1ccc(N2C(=O)/C(=C/c3ccco3)N(C)C2=S)cc1	-2%	1%	-1	27%	7	x	6%	5%
CCNC(=O)COC(=O)c1cc(S(=O)(=O)N2CCCCC2)ccc1C	6%	6%	1	0%	3	-30%	6%	2%
Cc1cccc(N2CCN(C(=O)CN3CCOc4ccccc43)CC2C)c1 (stereo not given)	22%	11%	0	12%	1	15%	4%	u
CC(=O)c1ccc(NC(=O)COC(=O)c2ccccc2Nc2ccccc2)cc1	7%	-17%	-51*	14%	-1	x	-18%	20%
CCc1ccc(/C=C/C(=O)c2ccc(N3CCOCC3)cc2)cc1	6%	9%	18	13%	-8	14%	0%	20%
Cc1cccc(NC(=O)c2ccc(S(=O)(=O)N(C)c3ccccc3)cc2)n1	24%	-10%	-8	-12%	-9	31%	9%	-5%
CCCN(C(=O)c1coc(=O)c2ccccc12)c1ccccc1C	x	x	x	-17%	-17	-23%	17%	x
COc1ccc(CN2C(=O)C(NC(=O)c3ccc(C)cc3)(C(F)(F)F)N=C2c2ccccc2)cc1 (stereo not given)	x	x	x	-13%	-8	0%	9%	x
COc1cc(Cl)c(CN2CCC(CCC(=O)NC3CC3)CC2)cc1OC	1%	3%	5	-4%	-4	28%	14%	6%
COc1ccc(/C=C/C(=O)Nc2ccc(C)c(S(=O)(=O)N3CCOCC3)c2)cc1	8%	2%	27	-12%	7	-11%	4%	-9%
COc1ccc(N(CC(=O)Nc2nccs2)S(=O)(=O)c2c(C)[nH]c(=O)[nH]c2=O)cc1	2%	-5%	14	1%	2	3%	2%	3%
CCCNc1c(NS(=O)(=O)c2ccc(NC(=O)CC)cc2)c(=O)oc2ccccc12	-3%	-5%	19	10%	7	5%	12%	-1%
CC(=O)C1=C(c2ccccc2)N(C(C)=O)n2c(nnc2C2CCCCC2)S1	x	x	x	-1%	-4	19%	0%	x
COc1ccc(OCc2nc3ccccc3[nH]2)cc1	2%	5%	12	6%	14	0%	-18%	-21%
COc1cccc(CNS(=O)(=O)c2c(C(=O)N3CCC(C)CC3)c(C)n(C)c2C)c1	x	x	x	13%	-2	14%	0%	x

Remaining list, next part:
SMILES	EPAC2 ag	EPAC2 antag	D3 antag	Abeta rescue	D3 ag	FUS yeast rescue	TDP-43 yeast inh	aSyn yeast inh
COc1ccc(C2C(C(=O)c3ccco3)=C(O)C(=O)N2Cc2cccnc2)cc1OC (stereo not given)	6%	-2%	-8	6%	5	7%	0%	-1%
CCOc1nc(-c2ccccc2)c2cc(Br)ccc2n1	10%	2%	0	20%	-5	21%	-8%	3%
C=C(C)C(=O)OC1(C(F)(F)F)Oc2cc(C)ccc2NC1=O (stereo not given)	-12%	-1%	1	-2%	-2	-21%	29%	u
Cc1ccc2oc(C(=O)N3CCN(C)C[C@@H]3C(C)C)c(C)c2c1	7%	-8%	1	17%	-5	-10%	15%	5%
CCOC(=O)c1ccc(NC(=O)CC2S/C(=N/N=C/c3c[nH]c4ccccc34)NC2=O)cc1 (stereo not given)	4%	4%	12	17%	0	29%	1%	-7%
NC(=O)COn1c(SCC(N)=O)nc2ccccc2c1=O	-3%	6%	-11	-15%	6	16%	-19%	2%
Cc1ccc(S(=O)(=O)c2c(CO)c(-c3ccccc3)nn2C)cc1	17%	-15%	-2	9%	3	7%	u	13%
C(=N\n1cncn1)/c1ccc(N2CCOCC2)cc1	4%	-1%	-11	-18%	4	6%	-3%	0%
NC(=O)COc1cccc(/C=N/NC(=O)c2ccc(-n3cccc3)cc2)c1	12%	42%[activator]	-13	6%	4	-37%	1%	1%
CCOC(=O)c1cnc2ccccc2c1NCCO	-2%	-3%	-4	-5%	-3	-7%	-10%	6%
OC(COc1ccc2c(c1)CCC2)Cn1cnc2ccccc21 (stereo not given)	-5%	-3%	-12	17%[9.22 µM]	1	-32%	5%	8%
Cc1ccc(C)c(NC(=S)N2CCC(c3nc4ccccc4s3)CC2)c1	15%	-4%	-30	2%	-14	u	30%	u
COc1ccc(CNC(=O)Cc2c[nH]c3ccccc23)cc1OC	4%	-5%	-7	-13%	3	-13%	-4%	9%
O=C(N/C(=C\c1cccc([N+](=O)[O-])c1)C(=O)N1CCOCC1)c1ccco1	-2%	-11%	3	-12%	-2	-20%	12%	0%

Reprinted at random: two compounds from above.
SMILES	EPAC2 ag	EPAC2 antag	D3 antag	Abeta rescue	D3 ag	FUS yeast rescue	TDP-43 yeast inh	aSyn yeast inh
CCOC(=O)c1ccc(NC(=O)CC2S/C(=N/N=C/c3c[nH]c4ccccc34)NC2=O)cc1 (stereo not given)	4%	4%	12	17%	0	29%	1%	-7%
C(=N\n1cncn1)/c1ccc(N2CCOCC2)cc1	4%	-1%	-11	-18%	4	6%	-3%	0%

Exported comma-delimited: entries from further up
compound,EPAC2 ag,EPAC2 antag,D3 antag,Abeta rescue,D3 ag,FUS yeast rescue,TDP-43 yeast inh,aSyn yeast inh
OC(COc1ccc2c(c1)CCC2)Cn1cnc2ccccc21 (stereo not given),-5%,-3%,-12,17%[9.22 µM],1,-32%,5%,8%
Cc1ccc(C)c(NC(=S)N2CCC(c3nc4ccccc4s3)CC2)c1,15%,-4%,-30,2%,-14,u,30%,u
COc1ccc(CNC(=O)Cc2c[nH]c3ccccc23)cc1OC,4%,-5%,-7,-13%,3,-13%,-4%,9%
O=C(N/C(=C\c1cccc([N+](=O)[O-])c1)C(=O)N1CCOCC1)c1ccco1,-2%,-11%,3,-12%,-2,-20%,12%,0%
